Screening results: PubChem, The Scripps Research Institute Molecular Screening Center
M5 PAM – CHRM5 positive allosteric modulation; P08912; CHO-K1 hM5, Fluo-8 calcium, ACh EC20 PAM; 0% = ACh EC20, 100% = ACh EC100; activation, % at 3 µM; 360,000 tested, 0.3% active; AID 624038;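 active = activation above the run cutoff, the mean activation of all test compounds plus 3 SD, cut at about 18% in these data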
Target sequence (P08912 whole entry, looked up): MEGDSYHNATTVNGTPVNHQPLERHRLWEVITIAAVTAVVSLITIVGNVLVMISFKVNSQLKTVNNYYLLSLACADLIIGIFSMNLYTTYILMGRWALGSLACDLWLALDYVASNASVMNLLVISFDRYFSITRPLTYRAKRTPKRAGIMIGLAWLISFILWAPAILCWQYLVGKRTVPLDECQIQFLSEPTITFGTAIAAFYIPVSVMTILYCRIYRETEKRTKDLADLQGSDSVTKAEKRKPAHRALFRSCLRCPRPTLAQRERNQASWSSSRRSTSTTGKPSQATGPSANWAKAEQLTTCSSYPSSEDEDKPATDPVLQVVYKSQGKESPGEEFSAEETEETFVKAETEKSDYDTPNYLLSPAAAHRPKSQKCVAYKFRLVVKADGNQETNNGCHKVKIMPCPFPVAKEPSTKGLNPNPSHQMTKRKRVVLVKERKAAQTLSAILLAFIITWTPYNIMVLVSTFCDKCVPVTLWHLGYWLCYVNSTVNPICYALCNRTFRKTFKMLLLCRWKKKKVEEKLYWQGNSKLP
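system = human M5 receptor in CHO-K1 cells | compound = one concentration, 3 µM final (nominal) | schedule = Post-acetylcholine fluorescence recording 140 s | signal = Fluo-8 calcium dye fluorescence, kinetic read | benchmarks = low control EC20 acetylcholine (0%), high control EC100 acetylcholine (100%) | repeats = singlicate, one well per test compound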
CHRM1 agonist – human M1 muscarinic receptor agonism; CHO-K1 hM1, Fluo-8 calcium fluorescence, agonist mode; 0% DMSO, 100% acetylcholine EC100; P11229; AID 588814; activation, % at 3 µM; 360,000 tested, 0.33% active;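 active = activation above the run's mean compound activation plus 3 SD, cut at about 16% in these data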;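 note: peak over basal fluorescence ratio within a 140 s kinetic read after compound addition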
Target sequence (P11229 whole entry, looked up): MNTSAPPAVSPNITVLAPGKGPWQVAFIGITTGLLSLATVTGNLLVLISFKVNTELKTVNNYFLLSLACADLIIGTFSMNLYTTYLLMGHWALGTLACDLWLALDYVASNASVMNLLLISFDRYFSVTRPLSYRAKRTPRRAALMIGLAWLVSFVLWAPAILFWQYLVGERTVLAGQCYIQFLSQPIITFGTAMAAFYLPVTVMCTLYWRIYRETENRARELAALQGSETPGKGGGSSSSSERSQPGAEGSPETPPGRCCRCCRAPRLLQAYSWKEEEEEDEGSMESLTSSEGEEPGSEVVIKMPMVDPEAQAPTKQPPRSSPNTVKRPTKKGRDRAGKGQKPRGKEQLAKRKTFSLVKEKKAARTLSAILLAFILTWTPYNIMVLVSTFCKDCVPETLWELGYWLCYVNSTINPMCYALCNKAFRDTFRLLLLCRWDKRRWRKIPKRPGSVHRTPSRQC
CHRM1 antagonist – human CHRM1 antagonism; CHO-K1 hM1, Fluo-8 calcium fluorescence, ACh EC80 antagonist; inhibition, % at 3 µM; 360,000 tested, 1.3% active;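 active = percent inhibition above its own plate's cutoff, namely the mean of that plate's compound wells plus 3 SD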;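 note: peak over basal fluorescence ratio during 140 s after agonist addition; 0% = ACh EC80 plus DMSO and 100% = DMSO alone without agonist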
M1 PAM – human CHRM1 positive allosteric modulation | P11229 | CHO-K1 hM1, Fluo-8 calcium fluorescence, ACh EC20; 0% = ACh EC20, 100% = maximal ACh | activation, % at 3 µM | 360,000 tested, 0.088% active | AID 588819; in the data active = activation above about 19%, passing the limit was not always enough
M5 ag – agonists of human muscarinic M5 receptor (CHRM5); CHO-K1 hM5 cells, Fluo-8 calcium fluorescence; 0% DMSO wells, 100% maximal acetylcholine response; activation, % at 3 µM; 360,000 tested, 0.19% active; AID 624037;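 active = activation above the run's mean over test compounds plus 3 SD, cut at about 23% in these data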;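 note: signal is peak over basal fluorescence ratio across the kinetic read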
M5 antag – antagonists of human muscarinic M5 receptor (CHRM5) | CHO-hM5 cells, Fluo-8 calcium fluorescence, ACh EC80 | inhibition, % at 3 µM | 360,000 tested, 0.59% active | AID 624040;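 active = inhibition above a per-plate cutoff, the mean of that plate's test compounds plus 3 SD, cut at about 27% in these data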;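 note: 0% = acetylcholine EC80 with DMSO and 100% = DMSO without agonist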
CHRM4 agonist – agonists of human muscarinic M4 receptor (CHRM4); P08173; CHO-K1 hM4/Gqi5, Fluo-8 calcium fluorescence; vehicle 0%, full acetylcholine response 100%; activation, % at 3 µM; 360,000 tested, 0.14% active; AID 624127;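 active = activation above the run mean over all test wells plus 3 SD, cut at about 32% in these data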;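 note: peak over basal fluorescence ratio per well then scaled between controls; 0% = DMSO wells and 100% = acetylcholine at EC100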
M4 antag – CHRM4 antagonism in calcium assay; 360,000 tested, 0.73% active; inhibition, % at 3 µM; CHO-hM4 cells, ACh EC80, Fluo-8 calcium fluorescence; AID 624125;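 active = inhibition above its plate's cutoff, the mean inhibition of sample wells plus 3 SD, cut at about 27% in these data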;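 note: 0% = acetylcholine EC80 with DMSO and 100% = DMSO without agonist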
TAAR1 agonist – human TAAR1 agonism. 360,000 tested, 0.99% active. Q96RJ0. AID 624467. activation, % at 3 µM. CHO RD-HGA16 TAAR1, Fluo-8 calcium fluorescence; vehicle wells 0%, saturating PEA agonist 100%;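 active = activation above the mean activation of all test compounds in the run plus 3 SD, cut at about 38% in these data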
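Test system: RD-HGA16 (CHO) cells co-expressing Gα16 and hTAAR1; dosing: one-point dosing at 3 µM (nominal); timing: 17-24 h seeding, 75 min 37 °C dye, 30 min RT; signal: kinetic Fluo-8 calcium fluorescence; read-out basis: % activation relative to PEA EC100 response; controls: DMSO and PEA EC100; replicates: n 1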
An asterisk follows results filed as active; . = not tested or not shown. Some of the compounds tested; count on the stated rates, not on these rows.

SMILES | M5 PAM | CHRM1 agonist | CHRM1 antagonist | M1 PAM | M5 ag | M5 antag | CHRM4 agonist | M4 antag | TAAR1 agonist
CCOc1cnc(C(=O)NNC(=O)C(Br)C(C)C)o1 (centres undefined) | 4 | -3 | 2 | 2 | 0 | 5 | 0 | -3 | 11
O=C(Nc1ccc(O)c2c(=O)cc(-c3ccccc3Cl)oc12)c1ccc(Cl)c(Cl)c1 | -3 | -1 | -21 | 7 | 5 | 9 | 0 | -4 | 20
NC(=O)c1ccsc1NC(=O)CN1C(=O)NC2(CCCC2)C1=O | -7 | -2 | -4 | 2 | 2 | 13 | 1 | -15 | 1
COc1ccc(C(C)NC(=O)C2CCN(CCOc3ccc(Cl)cc3Cl)CC2)cc1OC (centres undefined) | 0 | 0 | -11 | 2 | 2 | 5 | 15 | 1 | .
O=C(CNC(=O)c1ccc(Br)o1)NNC(=O)COc1ccccc1Cl | -3 | -1 | 4 | 2 | 1 | 4 | 2 | -1 | 0
CCCCn1c(NC(=S)Nc2ccccc2)nc2ccccc21 | 1 | -8 | -8 | 2 | 2 | -10 | -1 | -8 | 0
N#Cc1ccc(C(CC(=O)O)N2Cc3ccccc3C2=O)cc1 (centres undefined) | 0 | -4 | -3 | 4 | 0 | 0 | 1 | 14 | 5
COc1ccc(C)cc1S(=O)(=O)N1CCc2ccccc2C1 | 3 | -2 | -3 | 0 | -2 | 1 | 1 | -3 | 5
O=C(NCCC1=CCCCC1)c1ccc(Cl)c([N+](=O)[O-])c1 | -12 | -9 | -14 | 0 | -4 | 6 | 4 | -5 | -1
O=C(c1cc(S(=O)(=O)N2CCOCC2)ccc1F)N1CCCc2ccccc21 | -3 | -3 | -7 | 7 | -3 | 0 | 2 | 9 | 12
COc1cccc(NS(=O)(=O)c2c(C)n(C)c(=O)n(C)c2=O)c1 | -9 | -2 | -1 | -5 | -1 | 2 | 13 | -15 | 1
COc1ccccc1OCC(=O)N1CCN(S(=O)(=O)c2ccc(Cl)cc2)CC1 | 2 | -5 | 3 | 0 | -1 | 0 | 1 | 1 | 2
CCCCn1c(N)c(N(CCOC)C(=O)c2cc(-c3ccco3)nc3ccccc23)c(=O)[nH]c1=O | -2 | 0 | -18 | 18 | 0 | 4 | -1 | 2 | 0
O=C(Cc1ccc(Cl)cc1)NCCc1c[nH]c2ccccc12 | -4 | -1 | -6 | -2 | -4 | 15 | 4 | 8 | 3
CCCNC(=O)c1noc2c1CCc1ccccc1-2 | -5 | -2 | -7 | 3 | 1 | 0 | 1 | -8 | -1
CCC(NC(=S)NC1CCCCC1)c1ccc(C)cc1 (centres undefined) | 0 | -3 | 10 | -7 | -3 | 3 | 7 | 2 | .
CCOC(=O)/C(C#N)=C/Nc1cc(OC)ccc1OC | 5 | -11 | -13 | 15 | -5 | -11 | 0 | 5 | 5
COc1cc(NC(=O)c2onc(C)c2Cl)c(OC)cc1Cl | 0 | -2 | -12 | 9 | 1 | -4 | 0 | -11 | 4
CC(Sc1ccc(Cl)cc1)C(=O)Nc1ccc(S(=O)(=O)N2CCOCC2)cc1 (centres undefined) | 7 | 22* | -1 | 10 | 39* | 6 | 26 | -4 | 92*
COC(=O)c1ccsc1NC(=O)CSc1nnnn1-c1ccccc1SC | -11 | -4 | 0 | -1 | -5 | 2 | 4 | -13 | 7
CCOc1ccc(S(=O)(=O)NCCC(=O)NCc2ccc(OC)c(OC)c2)cc1 | 7 | -2 | 3 | 3 | 1 | 2 | 1 | -3 | 2
CC(C)N(C(=O)CSc1n[nH]c(=O)n1CCc1ccccc1)C(C)C | -4 | -11 | -2 | 1 | -6 | 12 | 3 | 0 | 3
Cc1ccc(C)c(N(C(=O)Cn2nnc3ccccc32)C(C(=O)NC(C)(C)C)c2ccsc2)c1 (centres undefined) | 1 | -3 | -1 | 0 | 3 | 2 | 0 | 1 | 5
O=C(Nc1nc2c(Cl)ccc(Cl)c2s1)c1ccco1 | 3 | 2 | -5 | 7 | 7 | -4 | 2 | 0 | 114*

5 entries from above, with two lines to a compound.
Results follow in this order: M5 PAM, CHRM1 agonist, CHRM1 antagonist, M1 PAM, M5 ag, M5 antag, CHRM4 agonist, M4 antag, TAAR1 agonist
- CCOC(=O)/C(C#N)=C/Nc1cc(OC)ccc1OC
  5, -11, -13, 15, -5, -11, 0, 5, 5
- CCC(NC(=S)NC1CCCCC1)c1ccc(C)cc1 (centres undefined)
  0, -3, 10, -7, -3, 3, 7, 2, .
- CCCCn1c(N)c(N(CCOC)C(=O)c2cc(-c3ccco3)nc3ccccc23)c(=O)[nH]c1=O
  -2, 0, -18, 18, 0, 4, -1, 2, 0
- CCOc1ccc(S(=O)(=O)NCCC(=O)NCc2ccc(OC)c(OC)c2)cc1
  7, -2, 3, 3, 1, 2, 1, -3, 2
- Cc1ccc(C)c(N(C(=O)Cn2nnc3ccccc32)C(C(=O)NC(C)(C)C)c2ccsc2)c1 (centres undefined)
  1, -3, -1, 0, 3, 2, 0, 1, 5

Going on with the list.
SMILES | M5 PAM | CHRM1 agonist | CHRM1 antagonist | M1 PAM | M5 ag | M5 antag | CHRM4 agonist | M4 antag | TAAR1 agonist
Cc1ccc(N(C(=O)c2snc(C(N)=O)c2N)C(C(=O)NCC2CCCO2)c2c[nH]c3ccccc23)cc1 (centres undefined) | -1 | 0 | -7 | 6 | 2 | 10 | 3 | 2 | 12
CCOc1ccc(OCC)c(NC(=O)CN(C)S(=O)(=O)c2cccc3nsnc23)c1 | -24 | -2 | 10 | -3 | -8 | 1 | 5 | 0 | 7
CSc1ncc2c(=O)[nH]c(-c3ccccc3)nc2n1 | -8 | -2 | 0 | 0 | -3 | 8 | 3 | 0 | 3
CC(C)(C)c1ccc(NC(=O)N2CCCN(c3ccc([N+](=O)[O-])cn3)CC2)cc1 | -6 | 1 | 17 | -8 | 6 | 2 | 10 | -5 | 1
CCOc1ccc(CN(C)C(=O)c2ccc(NC(=O)CC3SC(N4CCCC4)=NC3=O)cc2)cc1 (centres undefined) | 1 | 9 | -8 | 19 | -2 | 10 | 0 | 3 | 1
COc1ccc(C(=O)CCNc2cccc(Cl)c2)cc1 | -4 | -8 | -2 | -3 | -5 | -1 | 0 | -8 | -2
O=C(NNC(=O)c1ccc(Cl)cc1Cl)c1ccncc1 | 7 | 3 | -14 | 18 | 1 | -4 | 1 | 6 | 6
COc1ccc(N2CCN(C(=O)COC(=O)[C@@H](NC(=O)c3c(F)cccc3F)C(C)C)CC2)cc1 | 0 | -2 | -1 | 5 | 5 | 8 | 5 | -9 | 9
Cc1cc(S(=O)(=O)N2CCOCC2)ccc1OCC(=O)NCc1ccccn1 | 5 | -4 | -10 | 9 | -2 | -2 | 2 | -10 | -3
COc1ccc(NC(=O)CCS(=O)(=O)c2ccc3c(c2)oc(=O)n3C)cc1 | -5 | -2 | 1 | -1 | -4 | 6 | 1 | 6 | 0
O=C(c1ccc(-c2ccccc2Cl)o1)N1CCCC(C(F)(F)F)C1 (centres undefined) | -5 | -2 | -12 | 15 | -5 | 7 | -1 | -1 | 4
CC(=O)Oc1ccc(-c2cccc(C(=O)O)c2)cc1 | -9 | -1 | -5 | 1 | 1 | 9 | 1 | 12 | 15
COc1ccccc1CNC(=O)C1CCN(S(=O)(=O)c2ccc3c(c2)NC(=O)CO3)CC1 | -1 | -7 | -15 | 12 | -7 | 3 | 2 | -7 | 12
N#Cc1ccc(-c2nc3ccc(Br)cn3c2Cc2ccccc2C(F)(F)F)cc1 | -1 | -3 | -10 | 4 | -1 | -12 | -1 | -19 | 2
CCN(CC)C(=N)/C(C#N)=N/Nc1ccccc1 | 3 | -3 | -8 | 5 | 2 | -17 | 2 | -10 | 3
COC(=O)c1cccc(NC(=O)C2CCCN2C(=O)c2cccs2)c1 (centres undefined) | -4 | 1 | -15 | 12 | 0 | 6 | 0 | -1 | 2
CCOC(=O)c1sc(NC(=O)CSc2nc3c(cc2C#N)CCCCCC3)c(C#N)c1C | 1 | -2 | -1 | 6 | 1 | -2 | 0 | -7 | 1
COc1cc(/C=N/O)c(Br)cc1OCC(=O)Nc1ccccc1C | -4 | -7 | -5 | 0 | 0 | 1 | 3 | 10 | 2
CCCOC(=O)c1cccc(NC(=O)c2cccnc2)c1 | 6 | -1 | -18 | 12 | -2 | -3 | 3 | -7 | 3
COc1cc(SC)ccc1C(=O)NCCOc1c(C)cc(C)cc1C | 0 | -3 | 16 | -9 | -5 | -4 | 2 | 8 | 28
Cc1ccc(-c2csc3nc(C)n(-n4c(C)ccc4C)c(=O)c23)o1 | -1 | -3 | -10 | 6 | -2 | 2 | 1 | 5 | 23
Cc1ccc(/C=N/NC(=S)N2CCOCC2)cc1 | 0 | -4 | 2 | -3 | 0 | -1 | 0 | 1 | 6
COc1ccc2cc(C(N)=O)/c(=N\NC(=O)c3ccccc3)oc2c1 | -5 | -2 | 10 | -4 | -2 | 13 | 2 | 6 | 1
COc1cc(/C=C(\NC(=O)c2ccccc2)C(=O)NC(C(=O)O)c2ccccc2)cc(OC)c1OC (centres undefined) | 3 | -2 | -13 | 5 | 4 | 1 | 1 | -8 | 1
S=c1nc[nH]c2c1ncn2C1CCCO1 (centres undefined) | 19* | -3 | -12 | 7 | -1 | -17 | 0 | -11 | 5
CCC(C(=O)OCC(=O)c1c(N)n(CC(C)C)c(=O)n(C)c1=O)c1ccccc1 (centres undefined) | -4 | -1 | 3 | 1 | 5 | -1 | 6 | -5 | 10
O=C(Cc1cccc2ccccc12)Nc1ccc2c(c1)C(=O)NC2=O | 2 | 0 | 1 | 4 | 5 | -3 | 6 | 1 | 9
O=C(O)C1C2C=CC(C2)C1C(=O)OC1CC2CCC1C2 (centres undefined) | -1 | 10 | -10 | 17 | 0 | 11 | -1 | 1 | 1
Cc1noc(/C=C/N(C)C)c1S(=O)(=O)N1CCCC(C(=O)N2CCCCC2)C1 (centres undefined) | 1 | -8 | -11 | 2 | -2 | -7 | 3 | -5 | -1
COc1ccc(CCn2c(N)c(C(=O)NCc3ccco3)c3nc4ccccc4nc32)cc1 | -7 | -6 | 3 | 3 | 0 | 6 | 10 | -5 | 8
Cn1c(=O)c2ncn(CC(=O)NCCOCc3ccccc3Cl)c2n(C)c1=O | -5 | -8 | -7 | 7 | -2 | 5 | 0 | 9 | 4
CCc1noc(C)c1C(=O)Nc1nc2c(C)cc(C)cc2s1 | 3 | -7 | -11 | 2 | -6 | -9 | -1 | -7 | -2
CC1(C(=O)NS(=O)(=O)c2cccs2)CCN1C(=O)Cc1ccc(Cl)cc1Cl (centres undefined) | -1 | 0 | -1 | 7 | 0 | -9 | 0 | -4 | 3
CCC(C(=O)NCCCc1ccccc1)c1ccccc1 (centres undefined) | -14 | -4 | -1 | -6 | -4 | 9 | 6 | -24 | 4
COC(=O)c1ccc(CO/N=C2\CCCc3nonc32)cc1 | 8 | -6 | -8 | 5 | 0 | -1 | 1 | 2 | 0
COc1ccc(CN(C)C2CCCCC2)c(C)c1C | 1 | -10 | -20 | 14 | 0 | 2 | 3 | -12 | 6
CC(C)Oc1cccc(C(=O)O)c1 | -1 | -3 | 0 | 1 | 4 | 4 | 0 | 6 | 14
